Bioassay records as filed in PubChem BioAssay.
Autophagy mod: modulators of autophagy. calls only at 10 µM (by protocol). actives 0.98% (n = 190,000). MEF GFP-LC3 puncta imaging; test concentration mostly 10 µM;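 active = percentage of spot-positive cells more than 3 SD above its plate mean, without a fluorescence outlier flag or 80% toxicity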;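 also: spot-positive cell cutoff set from DMSO-treated cells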
MT stabilize HCS: microtubule stabilizers in HeLa cells; AID 2205; actives 0.83% (n = 200,000); % tubulin-high responders, % at 10 µM; HeLa tubulin immunostaining HCS, 24 h; share of cells brighter than vehicle mean+2SD;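 active = plate Z-score above 3 for both tubulin-high and condensed-nucleus cell shares, with cell loss under 80%, at 10 µM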;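 also: anti alpha tubulin signal scored within the nucleus-defined area of each cell; some results filed as inactive read as strong as hits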
NOD2 inhibition: NOD2 signaling inhibitors, cell-based, luminescence, uHTS, HEK293 (AID 1566). actives 0.63% (n = 290,000). HEK293 NOD2/NF-kB luciferase reporter, luminescence; higher % means a stronger effect. inhibition, % at 4 µM, or EC50 in µM where a hit was titrated; in the data active = inhibition above about 50%; also: many of its hits are not listed in these tables
bCat nuc transl: beta-catenin nuclear translocation modulation; HeLa beta-catenin nuclear translocation, immunofluorescence imaging; nuclear translocation activity, % at 5 µM; actives 0.3% (n = 190,000); AID 1665;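 active = nuclear translocation activity above 50% at 5 µM, with a well cell count of 50 or more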;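 also: per-cell ratio of nuclear to cytoplasmic median beta-catenin stain intensity; plate controls were DMSO negative control for no effect and GSK-3 inhibitor IX positive control for full effect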
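System: HeLa cells, endogenous beta-catenin; compound dosing: 5 µM primary single dose, 0.1% DMSO, 0.02–20 µM confirmation series; incubation: 24 h compound exposure at 37°C, 5% CO2; signal: beta-catenin immunofluorescence imaging with DAPI; evaluation: % activation, nuclear-to-cytoplasmic median beta-catenin signal ratio per cell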
M17LAP inhibition: P. falciparum M17LAP inhibitors, primary screen, biochemical, fluorogenic H-Leu-NHMec substrate, 1536-well (AID 1619); recombinant M17LAP, H-Leu-NHMec fluorogenic kinetic assay; higher % means a stronger effect; inhibition, % at 30 µM, or IC50 in µM where a hit was titrated; actives 0.38% (n = 220,000);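 active = compound inhibiting the enzyme by more than half at any dose during confirmatory dose-response retesting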;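 also: plate controls were full reaction with DMSO carrier for no effect and no enzyme background for full effect; strong numbers were not always called active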
Dynein transport: blocks dynein driven cargo transport along microtubules; AID 1381; 3617.4 mouse cells, GR-EGFP nuclear translocation imaging; test concentration mostly 20 µM; stimulated with dexamethasone, 1 µM; hits give low values; z-score, hits read low; actives 0.47% (n = 220,000);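 active = plate z-score of nuclear minus cytoplasmic receptor signal below a set negative limit, without overly bright fluorescence or cell loss, cut at about -3.5 in these data, passing the limit was not always enough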;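 also: z-score of nuclear minus cytoplasmic ring GR-EGFP intensity difference per well; some compounds called inactive have numbers as strong as hits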
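Buffer or medium – tet-free medium with charcoal-stripped serum · Signal – automated 10x imaging of fixed Hoechst-stained cells · Also added – dexamethasone agonist, 1.0 µM final, for 30 min · Incubation – induction 48 h, compound 1 h, agonist 30 min · Read-out – GR-EGFP nuclear translocation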
Insulin prom up: MIN6 insulin promoter up-regulation | actives 0.3% (n = 190,000) | z-score at 5 µM | MIN6 insulin promoter-GFP reporter, high-content imaging; hits give high values;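 active = z-score above 3 at 5 µM with at least 500 cells counted in the well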
NOD1 NF-kB reporter: NOD1 signaling inhibitors, primary screen, cell-based, luminescence, uHTS (AID 1578); actives 1% (n = 290,000); inhibition, % at 4 µM; hits with a dose series show EC50 in µM; NOD1-driven NF-kB luciferase reporter cells, luminescence; higher % means a stronger effect; in the data active = inhibition mostly above about 36%, no sharp cut-off; inactive = mostly below about 34%;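 also: HEK-293T reporter cells stimulated with the NOD1 agonist gamma-tri-DAP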
Yfh1-off respiration: mitochondrial function rescue without frataxin homolog – Friedreich's ataxia, plus single-dose screen, dose response (AID 1465); S. cerevisiae Yfh1-off respiration, WST-1 reduction, 72 h; higher fold induction means a stronger effect; fold induction at 50 µM, or EC50 in µM where a hit was titrated; actives 0.074% (n = 220,000);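 active = fold induction of absorbance versus untreated yeast above a set limit, then at least 30% activation at any dose in follow-up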;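 also: activators that raise dye reduction in frataxin-depleted yeast; strong numbers were not always called active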
Dynein transport cytoplasmic EGFP: also measured in Dynein transport; calls as there; z-score; measured here: cytoplasmic GR-EGFP intensity; hits give high values
Dynein transport nuclear GR-EGFP: also measured in Dynein transport; calls as there; z-score; measured here: nuclear GR-EGFP intensity;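 lower value marks the stronger effect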
Dynein transport cell count: second read-out of Dynein transport, no call of its own (marks repeat the call); z-score; measured here: cell count per field
Insulin prom up cell count: second read-out of Insulin prom up, no call of its own (marks repeat the call); cell count; measured here: cytotoxicity, nuclei count;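 total cells summed across four imaged fields per well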
bCat nuc transl cell count 5 µM: also measured in bCat nuc transl; calls as there; cell count; measured here: cell count, cytotoxicity flag
MT stabilize HCS Hoechst-high %: also measured in MT stabilize HCS; calls as there; % Hoechst-high responders; measured here: nuclear condensation Hoechst responders;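 share of cells brighter than vehicle mean plus two SD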
MT stabilize HCS cytotoxicity %: further read-out of MT stabilize HCS, marked with its call; toxicity, %; measured here: cytotoxicity by cell density;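 0% = mean cell density of plate MIN control wells and 100% = no cells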
Autophagy mod cell loss 18 h: second read-out of Autophagy mod, no call of its own (marks repeat the call); toxicity, %; measured here: cell loss, nuclei count;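 cell loss after 18 h compound exposure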
* marks the source's active call; other numbers are inactive results; i = inactive; . = not tested or not shown. The list is partial; count on the stated rates, not on these rows.

SMILES	Autophagy mod	Autophagy mod cell loss 18 h	MT stabilize HCS	MT stabilize HCS Hoechst-high %	MT stabilize HCS cytotoxicity %	NOD2 inhibition	bCat nuc transl	bCat nuc transl cell count 5 µM	M17LAP inhibition	Dynein transport	Dynein transport cytoplasmic EGFP	Dynein transport nuclear GR-EGFP	Dynein transport cell count	Insulin prom up	Insulin prom up cell count	NOD1 NF-kB reporter	Yfh1-off respiration
CCOC(=O)C1CCCN(C(=O)c2cn(CC)c3ccc(S(=O)(=O)N4CCCC4)cc3c2=O)C1 (stereo not given)	i	0	2.9	3.0	7.9	15%	-2.0	763	18%	-1	-0.2	-0.21	1.1	2.6	1410	-12%	i
CCC1COC(c2cccn2Cc2ccc(Cl)cc2)=N1 (stereo not given)	i	11	5.3	2.6	7.1	-2%	-0.8	1092	-9%	1.4	-0.19	0.62	-0.14	.	.	33%	i
C/C(=C\c1ccc(C)o1)C(=O)c1c(C)cc(C)[nH]c1=O	i	25	5.3	1.2	8.2	-4%	-1.1	1104	16%	-0.76	0.68	-0.2	-0.75	.	.	-20%	i
O=S(=O)(c1ccccc1)N1CCN=C1SCc1ccc(Cl)cc1	i	6	2.7	1.3	3.9	-1%	-1.8	1150	0%	-0.62	-0.18	-0.27	0.47	-0.23	1083	2%	.
O=C(O)CCCCCN1C(=O)C2CCCCC2C1=O (stereo not given)	i	32	2.5	1.2	1.0	12%	-1.2	1185	1%	0.056	-0.25	-0.07	1.1	0.12	1272	-27%	i
Cc1cccc(N/C(N)=N/c2nc(C)cc(C)n2)c1	i	0	1.8	2.0	8.2	-10%	.	.	8%	-0.41	0.99	-0.52	0.3	.	.	-14%	i
CCOc1cccc(/C=N/NS(=O)(=O)c2ccc(C)c([N+](=O)[O-])c2)c1O	i	6	4.2	1.8	9.9	26%	-3.5	1025	3%	-0.54	-0.32	0.064	0.06	0.14	1024	8%	i
C=C(C)CNC(=S)NNC(=O)CCn1c2cc(Cl)ccc2c2ccc(Cl)cc21	i	6	2.0	2.3	17	0%	4.0	812	2%	0.36	-0.25	0.25	0.21	0.17	1292	-23%	i
Cc1cc(OCC(=O)Nc2ccncc2)ccc1[N+](=O)[O-]	i	-2	4.1	1.6	5.1	13%	-3.1	1009	12%	-0.12	-0.31	0.65	-0.15	0.08	1600	-7%	i
CCOc1ccc(-n2c(=O)c3c(C)c(C)sc3n(CC(=O)NCc3ccco3)c2=O)cc1	i	9	2.8	2.1	9.5	5%	2.9	1333	-8%	0.41	-0.19	0.31	-0.4	0.32	1449	-1%	i
O=C(Cc1ccc(-c2ccccc2)cc1)NC(c1ccccc1)c1ccccc1	i	5	1.9	3.3	8.0	-6%	3.4	997	9%	0.12	-0.093	0.066	-0.11	-0.4	1465	-21%	i
CCOc1c2ccc(C(=O)N[C@H](C)C3CCCCC3)cc2nn1CCOC	i	0	3.1	1.8	11	-3%	1.6	1079	-15%	0.38	-0.19	0.77	-0.15	0.21	1889	-8%	i
O=C(CSCCc1ccccn1)Nc1ccc(Br)cn1	i	-3	2.6	1.5	0.7	11%	.	.	40%	1.2	-0.073	0.52	-1.1	.	.	-3%	i
CC1CCCCN1C(=O)Nc1ccccc1Cl (stereo not given)	i	-3	1.5	1.9	15	8%	0.4	1383	.	0.4	-0.27	0.82	-0.49	-0.03	1340	-8%	i
O=C(NCc1cccs1)C1CCN(c2nccs2)CC1	i	10	6.7	3.0	3.6	7%	0.9	952	0%	-0.59	-0.35	-0.053	0.56	0.45	1208	-13%	i
Cc1cc(C)cc(NC(=O)N2CCC(NC(=O)c3ccc(F)cc3)CC2)c1	i	-6	1.9	1.9	5.3	-4%	-2.4	1146	-3%	-0.91	-0.19	-0.56	0.93	-1.4	874	-1%	i
CCOC(=O)C(NC(=O)CC)(Nc1ccc(S(N)(=O)=O)cc1)C(F)(F)F (stereo not given)	.	.	.	.	.	-18%	0.6	1289	-1%	0.24	-0.29	0.12	-0.068	.	.	0%	i
O=C1NC2(CCCCCC2)C(=O)N1CCS(=O)(=O)Oc1ccccc1	i	6	6.8	1.9	4.1	8%	-1.4	1097	-3%	-0.16	-0.21	0.16	0.25	-1	1328	-25%	i
CCOC(=O)N1CCN(C(=O)CSCc2nc(-c3ccccc3F)oc2C)CC1	i	5	3.1	2.2	5.6	3%	.	.	20%	-0.42	-0.19	0.12	0.02	.	.	11%	i
COc1ccc(Oc2cc(F)nc(N)n2)cc1	i	-1	1.7	1.6	2.6	10%	.	.	-5%	-0.064	-0.21	-0.32	-0.27	.	.	13%	i
CC(C)c1cc(C(=O)NCc2ccco2)no1	.	.	2.6	2.1	7.2	2%	-0.5	1020	14%	-0.56	-0.27	-0.26	0.52	1.4	1681	-11%	i
COc1ccccc1C(=O)NCC(=O)n1nc(C)cc1C	i	20	9.4	2.1	6.7	12%	1.4	1166	2%	0.77	-0.29	1.1	-1.8	0.45	1396	0%	i
CCCOc1ccc2ccccc2c1/C=N/n1cnnc1	i	-3	2.4	1.6	7.2	-18%	-0.3	1050	-2%	-1.4	0.029	-0.43	0.18	0.13	1264	.	i
CCc1ccc(C(=O)COC(=O)c2ccc(-c3nnc(-c4ccccc4)o3)cc2)cc1	i	-7	2.5	1.4	7.4	-48%	.	.	-7%	-0.73	-0.13	-0.045	-0.023	.	.	0%	i
COC(=O)c1ccc(Cn2nc(C)cc2C)cc1	i	3	2.5	1.6	11	-7%	-17	1227	-9%	1	-0.29	0.19	0.15	.	.	-49%	i
O=C(/C=C/c1ccccn1)c1ccc(Br)cc1O	i	33	2.3	1.7	1.5	1%	1.9	534	1%	-3.7*	0.26*	-2*	-0.39*	-0.04	1304	-13%	i
CCOC(=O)c1ccc(N2C(=O)CC(C3CCCO3)C2=O)cc1 (stereo not given)	i	-9	1.7	2.2	8.3	24%	-4.8	1183	3%	0.029	-0.21	-0.0075	0.28	-0.05	1236	6%	i
CCCCCCN(C(=O)CCCCCN1C(=O)NC(c2ccc(-c3ccccc3)cc2)C(C(=O)OCc2ccccc2)=C1C)C(C(=O)NCCCC)c1ccccc1 (stereo not given)	.	.	.	.	.	10%	0.9	1140	-7%	0.16	-0.76	0.16	-0.13	.	.	-7%	i
NNC(=O)c1ccc(COc2cccc3ccccc23)o1	.	.	.	.	.	-8%	2.0	1294	4%	-0.22	-0.28	-0.18	1	-0.05	1084	-13%	i
Cc1ccccc1Nc1nnc(C)c(=O)n1N	i	20	2.0	2.0	7.5	-6%	0.5	1383	10%	1.5	-0.18	1.4	-1.4	1.4	1106	35%	i
O=C(N/N=C/C(Cl)=C/c1ccccc1)c1ccco1	i	0	4.1	3.8	7.9	-111%	-1.8	1012	36%	-0.47	-0.38	0.12	0.51	-0.18	1365	-63%	i
COC(=O)CNc1nc(-c2ccncc2)nc2ccccc12	i	-28	2.1	2.3	9.3	-25%	-0.9	887	13%	1.4	-0.094	0.76	-1.1	-1.4	1322	-16%	.
O=C(Oc1ccccc1O)c1cccc2ccccc12	i	0	3.3	2.1	7.1	22%	0.9	1444	-13%	0.73	-0.072	0.75	-1.4	-0.81	1295	-8%	i
O=C(Nc1ccccc1)Nc1cc(S(=O)(=O)N2CCOCC2)ccc1N1CCCC1	i	13	3.1	1.9	5.4	4%	-1.7	1109	-21%	-0.068	-0.24	0.053	0.089	.	.	48%	i
CCN(CC)S(=O)(=O)c1ccc(NC2c3ccccc3C(=O)N2c2ccc(C)cn2)cc1 (stereo not given)	i	2	3.3	2.6	1.8	16%	0.0	1209	0%	3.3	0.11	2.1	-1.7	-0.03	941	7%	i
Cc1ccc(S(=O)(=O)Cn2nnnc2C(CC(C)C)N2CCN(c3ccc(F)cc3)CC2)cc1 (stereo not given)	i	3	3.7	1.6	5.0	-10%	.	.	2%	2.4	-0.18	1.9	-3	-2	1201	.	i
CN1CCN(C(=O)c2cc(COc3ccc(F)cc3Cl)on2)CC1c1ccccc1 (stereo not given)	i	-11	2.6	1.4	6.9	12%	-0.7	933	-3%	-0.2	-0.26	-0.3	0.79	0	1477	-26%	i
O=C1/C(=C2/NCCN2C2CC(=O)N(c3ccccc3)C2=O)CC/C1=C\c1ccccc1 (stereo not given)	i	7	3.6	1.1	0.7	-7%	-3.5	1066	0%	-1.1	0.17	-0.44	0.83	0.41	1285	-24%	i
COc1ccccc1C/C(N)=N/OC(=O)COc1cc(C)cc(C)c1C	i	22	2.9	2.3	3.4	9%	-4.6	1028	-2%	0.22	-0.19	0.2	-0.15	0.06	1675	-46%	i
CCC(C)N(C(=O)CSc1nc(-c2ccccc2)cs1)C1CCS(=O)(=O)C1 (stereo not given)	i	7	1.9	1.7	9.9	-8%	-3.4	1206	0%	-0.45	-0.29	0.046	0.73	-0.55	880	-7%	i
